# GSK3beta inhib – human GSK3beta kinase inhibition. P49841. GST-GSK3beta kinase, ADP-Glo luminescence, 60 min; stronger effect = lower value. activity score (negative = inhibition), % at 10 µM. hit rate 0.038% among 300,000. AID 2097;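 active = more than half of replicate wells score below -50%, meaning over 50% inhibition versus plate controls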;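 note: 0% = median DMSO wells and -100% = median GW8510 positive control wells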
# Target sequence (P49841 whole entry, looked up): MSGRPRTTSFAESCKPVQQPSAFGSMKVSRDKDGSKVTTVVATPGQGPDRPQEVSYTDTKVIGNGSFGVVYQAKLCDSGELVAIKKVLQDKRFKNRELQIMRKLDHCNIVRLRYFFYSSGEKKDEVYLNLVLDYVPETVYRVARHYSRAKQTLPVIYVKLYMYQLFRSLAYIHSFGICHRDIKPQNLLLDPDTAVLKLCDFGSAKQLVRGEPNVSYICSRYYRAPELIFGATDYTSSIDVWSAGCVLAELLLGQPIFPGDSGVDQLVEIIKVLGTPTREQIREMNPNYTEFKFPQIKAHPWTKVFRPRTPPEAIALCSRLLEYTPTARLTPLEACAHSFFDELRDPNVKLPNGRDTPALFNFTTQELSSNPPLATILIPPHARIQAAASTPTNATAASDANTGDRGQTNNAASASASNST
#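 Assay system: GST-tagged human GSK3beta kinase, cell-free; Input: 1.6 ng GSK3beta; Medium: Tris/MgCl2 kinase buffer; Timing: 60 min enzyme reaction, room temperature; Signal: ADP-Glo luminescence quantifying ADP generated by kinase; Evaluation: score relative to plate controls; Benchmarks: DMSO neutral wells and GW8510 at 20 µM as positive.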
# HSP90 refold inh – blocks HSP90-mediated luciferase refolding in reticulocyte lysate. Rabbit reticulocyte lysate, luciferase refolding luminescence, 3 h. inhibition, % at 5.6 µM. hit rate 0.91% among 290,000;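 active = inhibition above the screen-wide mean plus 3 SD, computed separately per campaign, cut at about 16% in these data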;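 note: 0% = DMSO wells and 100% = 60 µM geldanamycin wells; inhibitors lower the luminescence because luciferase stays unfolded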
# HSF1 activator – increases HSF-1 driven luciferase reporter signal; activation, % at 9 µM; hit rate 1.7% among 300,000; NIH3T3-HGL HSF-1 luciferase reporter, MG132, 8 h; 100% = twice DMSO control signal;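 active = mean replicate activation of at least 50% with a set share of replicates each reaching 50%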;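 note: 0% = median of the neutral control wells and 100% = twice that signal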
# GSK3 alpha inh – blocks human GSK-3 alpha kinase; inhibition, % at 10 µM; hit rate 0.1% among 320,000; P49840; AID 2650; ADP-Glo luminescence, 60 min;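 in the data active = inhibition above about 50%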;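 note: GST-tagged GSK-3 alpha with peptide substrate and 25 µM ATP; 0% = DMSO neutral wells and 100% = GW8510 positive control wells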
# Target sequence (P49840 whole entry, looked up): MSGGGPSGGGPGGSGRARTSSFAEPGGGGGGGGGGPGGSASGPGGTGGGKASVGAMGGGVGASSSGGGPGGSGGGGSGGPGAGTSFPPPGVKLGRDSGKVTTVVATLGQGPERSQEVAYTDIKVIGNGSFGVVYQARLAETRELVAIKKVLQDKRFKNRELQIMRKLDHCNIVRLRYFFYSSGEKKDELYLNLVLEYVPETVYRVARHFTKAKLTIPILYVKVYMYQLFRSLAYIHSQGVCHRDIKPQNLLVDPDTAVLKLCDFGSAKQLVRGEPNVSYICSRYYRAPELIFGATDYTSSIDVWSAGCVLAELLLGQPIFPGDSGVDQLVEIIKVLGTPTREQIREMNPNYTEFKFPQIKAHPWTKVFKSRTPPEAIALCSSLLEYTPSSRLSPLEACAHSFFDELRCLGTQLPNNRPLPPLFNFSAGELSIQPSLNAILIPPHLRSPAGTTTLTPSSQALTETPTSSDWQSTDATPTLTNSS
# HSF1 inh – HSF1 inhibition. NIH3T3-HGL HSE-luciferase, MG132-induced, luminescence 8 h; stronger effect = lower value. activity change, negative = inhibition, % at 7.5 µM (by protocol). hit rate 0.77% among 300,000. AID 2098;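 active = more than half of replicate wells show activity change below -50%, luminescence cut by over half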;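 note: luciferase reports HSF-1 transcriptional activity via heat shock element; 0% = median of DMSO wells and -100% = zero luminescence signal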
# HIF act – HIF pathway transcriptional activation | U2OS HRE-luciferase reporter, luminescence; normalized: DMSO 0%, desferrioxamine 100% | activation, % at 7.5 µM (by protocol) | hit rate 0.32% among 300,000;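 active = mean activation of at least 10% of the iron chelator positive control signal, with at least half of replicates also reaching 10%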
# IEC-6 tox – IEC-6 cytotoxicity, counter-screen for KLF5 inhibitors | luminescence viability | inhibition, % at 5 µM | hit rate 0.78% among 290,000 | AID 1825; in the data active = inhibition above about 22%;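 note: 0% = plate median of test compound wells and 100% = cytotoxic reference compound wells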
# AI-2 QS mod – modulators of Vibrio harveyi AI-2 quorum sensing system; Vibrio harveyi JMH597 AI-2 luminescence/OD600 ratio, 9 h; stronger effect = lower value; strain lacks LuxN and CqsS sensors; 0 = neutral-control median; hit rate 0.4% among 300,000; activity change, % at 7.5 µM; in the data active = activity change below about -75%, passing the limit was not always enough;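 note: luminescence divided by OD600 gain over 9 h not by final OD600 alone; inactives centre near 13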
# aSyn UTR inh – 5' untranslated region of α-synuclein, MLPCN primary screen. alpha-synuclein 5'UTR reporter, inhibitor activity. AID 1813. hit rate 0.82% among 300,000. inhibition, % (tested at 7.5 µM); in the data active = inhibition above about 60%;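 note: H4 neuroglioblastoma cells stably carrying SNCA 5'UTR luciferase fusion; 0% = DMSO wells and 100% = positive control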
# KLF5 inh – kruppel-like factor 5 inhibition; DLD-1 KLF5 promoter-luciferase reporter, luminescence; inhibition, % at 5 µM; hit rate 0.23% among 290,000;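 active = inhibition above a per-plate limit of that plate's mean compound inhibition plus 3 SD, cut at about 60% in these data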;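 note: 0% = DMSO wells and 100% = LY294002 at 200 µM; higher means less KLF5 promoter-driven luciferase light; inactives centre near -14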
# Starred values were filed as active, the others as inactive; nt = no result given.
SMILES,GSK3beta inhib,HSP90 refold inh,HSF1 activator,GSK3 alpha inh,HSF1 inh,HIF act,IEC-6 tox,AI-2 QS mod,aSyn UTR inh,KLF5 inh
COc1ccc(C(=O)N2CCCC(CCC(=O)NCc3ccc(F)c(F)c3)C2)o1 (stereo not drawn),-1.7,-1.0,21.3,1.2,20.1,0.5,2.2,29.0,-51.6,-19.1
CCOC(=O)c1cnc2cc(F)c(F)cc2c1N1CCOCC1,-0.4,-2.2,-0.9,1.1,-11.7,-1.2,1.2,15.7,33.4,-13.1
COc1ccccc1-c1nn(Cc2ccccc2)cc1/C=C/C(=O)O,3.6,0.6,15.0,-0.6,5.4,-0.8,0.1,9.6,8.7,-9.2
COc1ccc(CCN2CC(C(=O)NCCc3ccc(F)cc3)CCC2=O)cc1 (stereo not drawn),-1.5,-2.4,-15.1,0.9,2.6,0.6,3.7,13.8,2.6,-25.6
COc1cccc(NC(=O)CN(C)C(=O)CN2C(=O)NC3(CCCC3)C2=O)c1,2.2,nt,8.4,-0.4,-5.8,0.3,nt,21.1,-4.4,nt
O=C(COc1cc(Cl)c(Cl)cc1Cl)Nc1ccncc1,-0.5,-0.5,20.6,-2.6,4.8,1.5,1.5,9.2,-30.4,-27.5
COc1ccc(N2CCN(C(CNC(=O)CC(C)(C)C)c3ccc4c(c3)OCO4)CC2)cc1 (stereo not drawn),-1.9,-6.1,0.8,1.9,-1.4,-0.4,-4.3,28.4,-8.8,4.9
COc1cccc(-c2nn(-c3ccc(C)cc3)cc2C(=O)N2CCc3cc(OC)c(OC)cc3C2)c1,0.8,nt,-7.0,-4.8,7.4,2.8,nt,26.4,4.8,nt
COc1cc(OC)cc(C(=O)OCCCOC(=O)c2cc(OC)cc(OC)c2)c1,-0.6,2.6,40.7,-0.8,3.6,-0.2,-12.3,18.5,-9.5,-26.5
Cc1cccc(-c2noc(CCC(=O)NCCc3ccccc3)n2)c1,0.2,2.7,-3.7,0.4,-3.9,-1.0,-5.7,1.2,-2.1,-14.8
CCOc1ccc(-n2c(SCC(=O)Nc3ccc4c(c3)OCCO4)nc3c(c2=O)SCC3)cc1,nt,-0.8,nt,0.1,nt,nt,1.9,nt,nt,13.2
COc1ccc(O)c(C(=O)c2cnc3c(c2)CN(C)C(=O)N3)c1,4.0,-0.4,-1.3,0.1,10.6,4.4,-1.1,14.9,2.2,-12.3
COc1cccc(C(=O)Nc2ccc3c(cc2=O)[C@@H](NC(C)=O)CCc2cc(OC)c(OC)c(OC)c2-3)c1,0.6,-1.2,-28.6,-0.5,-19.1,3.4,46.3*,11.4,-0.8,-5.7
C(=N\N1CCN(C2c3ccccc3-c3ccccc32)CC1)/c1ccncc1,0.2,0.1,14.0,-1.2,0.3,-0.2,0.6,4.1,6.8,-23.6
CC(C)(C)NC(=O)CSc1nc2cccnc2n1C1CCCCC1,0.4,-1.1,3.3,0.3,-2.7,-0.5,-3.6,10.2,18.2,-30.2
CCOc1ccc(NS(=O)(=O)c2ccc(NS(=O)(=O)c3ccccc3)cc2)cc1,2.9,2.8,8.8,-0.5,-2.6,-0.1,1.7,6.6,-26.8,-30.5
COc1ccc(C(=O)COC(=O)CN2C(=O)c3ccccc3C2=O)c(OC)c1,4.5,-3.0,3.1,-1.9,-0.5,0.0,-3.9,27.1,-12.0,-21.1
CC(C)NS(=O)(=O)c1ccc(CCC(=O)N2CCc3ccccc3C2)cc1,-3.5,0.6,6.5,-0.2,-2.1,0.2,-6.0,33.5,19.5,-30.7
COc1ccc(/C=C(/C#N)C(=O)Nc2ccc(C)cc2C)cc1C(=O)O,0.3,3.9,-2.5,13.3,-4.1,-0.1,4.7,29.3,-6.0,-32.7
Cn1c(SCCCC(=O)c2ccc(F)cc2)nnc1-c1ccncc1,1.2,0.2,-14.0,-3.0,9.9,-0.2,-1.3,30.8,-35.9,11.6
CCOC(=O)c1ccc(NC(=O)COc2ccccc2CNC2CCCC2)cc1,-3.9,-0.1,-5.1,-0.7,2.6,0.4,-6.5,36.3,-30.0,-22.2
COc1ccc2cc(C3NC(=O)c4ccccc4N3)c(Cl)nc2c1 (stereo not drawn),3.0,6.3,36.2,-4.2,12.5,1.3,14.3,11.0,18.9,-36.1
Cc1ccc(S(=O)(=O)NCC(=O)NCC(=O)N(C)Cc2ccc3ccccc3c2)cc1C,1.9,-1.6,0.5,1.1,-1.5,3.8,-7.0,25.1,26.5,-0.8
O=C(CC1CCS(=O)(=O)C1)Nc1ccc[nH]c1=O (stereo not drawn),0.2,3.9,1.2,0.8,-8.6,0.2,-6.6,9.2,-8.5,-37.2
CCc1cc(C(c2cccc(OC)c2)N2CCOCC2)c(NC(=O)c2ccccc2)s1 (stereo not drawn),-1.3,-5.5,30.2,-0.9,10.6,0.4,0.9,5.7,7.9,-33.6

# Record cards (already shown). Order of values: GSK3beta inhib | HSP90 refold inh | HSF1 activator | GSK3 alpha inh | HSF1 inh | HIF act | IEC-6 tox | AI-2 QS mod | aSyn UTR inh | KLF5 inh
# CCOC(=O)c1cnc2cc(F)c(F)cc2c1N1CCOCC1 in the list: -0.4 | -2.2 | -0.9 | 1.1 | -11.7 | -1.2 | 1.2 | 15.7 | 33.4 | -13.1
# COc1ccc(CCN2CC(C(=O)NCCc3ccc(F)cc3)CCC2=O)cc1 (stereo not drawn) in the list: -1.5 | -2.4 | -15.1 | 0.9 | 2.6 | 0.6 | 3.7 | 13.8 | 2.6 | -25.6

# (list continues)
SMILES,GSK3beta inhib,HSP90 refold inh,HSF1 activator,GSK3 alpha inh,HSF1 inh,HIF act,IEC-6 tox,AI-2 QS mod,aSyn UTR inh,KLF5 inh
CN(C)CCNC(=O)/C(=C/c1ccc(-c2cccc([N+](=O)[O-])c2)o1)NC(=O)c1ccccc1,-1.6,-1.3,21.1,5.9,-3.2,-0.4,-2.1,-2.3,29.2,-18.8
CCCc1cc(=O)n2[nH]c(NC(=O)c3ccco3)nc2n1,nt,3.8,9.8,-5.8,-3.5,-0.7,6.0,nt,-5.6,2.3
O=C(Nc1ccc2ccccc2c1)c1ccc(Br)o1,-0.8,-7.2,64.9*,-2.2,27.5,3.6,4.8,-9.5,-57.2,-195.3
C#CCOCCOCCOCCNc1nc(N2CCN(C(=O)[C@H]([C@@H](C)CC)n3cc([C@@H](N)CO)nn3)CC2)nc(N2CCN(C(=O)[C@H](CCCCN)n3cc([C@@H](N)C(C)CC)nn3)CC2)n1 (stereo partly drawn),0.9,10.6,4.6,-2.3,-4.2,-0.7,-1.1,15.0,1.6,-21.2
COCCOC(=O)c1c(C)oc2ccc(OC(=O)c3cccs3)cc12,1.0,-3.0,1.7,-2.0,-4.4,0.0,-0.3,19.2,-16.9,-11.4
CCO[C@@H]1OC(C(N)=O)=C[C@H](C2CC2)[C@H]1CCCO,3.0,nt,14.1,-2.8,-3.2,-1.6,nt,14.3,3.7,nt
CNS(=O)(=O)c1cccc2cccnc12,3.9,3.9,-2.7,-0.8,-0.9,-0.1,3.5,46.2,12.9,5.9
O=C(O)[C@@H](c1ccccc1)N1Cc2ccccc2C1=O,-1.6,3.3,-20.5,-7.4,-10.7,-0.4,2.1,11.2,2.9,-15.9
NC(Cc1ccc(O)c([N+](=O)[O-])c1)C(=O)O (stereo not drawn),0.7,-4.3,-21.2,-1.7,-2.9,0.2,-7.6,12.9,-6.6,-15.4
C#CCn1cc(C=C2C(=O)c3ccccc3C2=O)c2ccccc21,-1.4,1.8,3.6,nt,2.2,0.1,-3.7,15.1,-13.3,2.3
Cc1nc2c(c(C)nn2-c2ccccc2)c(C)c1Cl,-2.0,0.9,1.9,-2.8,-2.8,-0.4,3.3,22.1,-13.4,12.0
CN(c1ccc(O)cc1)c1nc(-c2cccnc2)cs1,2.4,-8.1,31.3,0.6,4.0,5.1,3.6,16.5,-136.5,-148.8
COc1ccc(C(=O)NCc2nnc(SCC(=O)Nc3ccccc3OC)o2)cc1,nt,-3.7,-3.1,-1.0,-0.5,0.9,-4.6,41.1,12.4,-22.2
CC1CCN(C(=O)C2CCN(CCCc3ccccc3)CC2)CC1,-4.8,-4.2,9.2,nt,-1.7,0.0,-0.3,8.5,17.9,-1.8
NC(=O)c1ccc(NC(=O)COC(=O)C(Cc2ccccc2)NC(=O)c2ccccc2)cc1 (stereo not drawn),-3.9,1.1,4.8,-0.5,2.1,0.0,-1.6,-8.1,-11.6,-23.7
CCc1nc2cc(CC(=O)O)ccc2o1,-0.4,-0.1,-8.0,-6.2,-2.5,-0.6,1.1,10.7,-6.3,-32.9
CCCC(C)c1nnc(NC(=O)C2CCCO2)s1 (stereo not drawn),-1.9,1.6,-5.4,-4.1,-2.8,0.7,0.2,24.4,-19.6,-14.2
O=C(OCC(=O)c1c[nH]c2ccccc12)c1cc(Br)ccc1O,-0.6,0.5,6.7,-2.9,11.2,0.4,-1.8,10.9,-32.1,-7.9
O=C(c1cccc(S(=O)(=O)N2CCc3ccccc3C2)c1)N1CCN(c2ccccc2)CC1,0.7,4.1,13.6,-1.2,1.9,0.1,-2.5,7.4,16.4,10.1
CCOC(=O)c1sc(NC(=O)C2CC(=O)N(c3ccc(OC)cc3)C2)nc1C (stereo not drawn),2.8,-0.3,3.4,8.9,-3.4,-0.2,-3.2,47.0,-0.4,-10.0
COc1ccc(CN(Cc2cccnc2)S(=O)(=O)c2ccc(-n3cnnn3)c(C)c2)cc1OC,0.8,-0.9,-22.8,1.3,-0.6,-0.3,-2.7,14.3,0.6,-17.4
O=C(NCc1cccnc1)c1ccc(-c2cccc(Cl)c2Cl)o1,0.4,-3.9,23.6,3.8,-6.3,0.1,-1.4,0.4,-34.6,-33.7
O=C1CSC(c2ccccn2)N1c1ccc(Cl)c(Cl)c1 (stereo not drawn),0.1,-2.2,2.9,-5.8,-1.6,0.3,1.5,-3.5,-38.0,-1.4
COc1ccc(/C=C2\CCCC3C2=NN(C(=O)c2ccco2)C3c2ccc(OC)c(OC)c2)cc1OC (stereo not drawn),3.3,1.8,-5.9,1.1,-0.7,-0.4,3.8,9.1,24.6,-24.7
COc1ccc(CC(=O)O/N=C(\N)Cc2ccc(OC)c(OC)c2)cc1,1.3,0.8,34.0,-2.7,0.8,-0.2,0.0,-15.6,-8.9,8.5
Cc1cccc(NC(=S)NCc2cccn2C)c1,-0.1,5.1,2.7,-2.7,0.1,0.1,1.3,8.2,-0.3,-5.5
CCN(C(=O)CSc1nc2cc(Cl)ccc2c(=O)n1Cc1ccco1)C1CCS(=O)(=O)C1 (stereo not drawn),0.2,1.6,14.4,2.9,12.7,-0.3,1.5,1.0,18.4,-4.8
CN(C(=O)COC(=O)CNC(=O)c1ccc2ccccc2c1)c1c(N)n(Cc2ccccc2)c(=O)[nH]c1=O,2.5,3.9,3.1,-0.9,-6.9,-0.2,-9.3,35.9,-1.7,-13.1
Cc1nnc(Nc2ccccn2)c2ccccc12,-1.5,-1.0,1.6,-1.1,0.3,0.2,6.4,31.5,-46.5,0.9

# HSF1 activator, hit marks shown above.
canonical_smiles | GSK3beta inhib | HSP90 refold inh | HSF1 activator | GSK3 alpha inh | HSF1 inh | AI-2 QS mod | aSyn UTR inh | KLF5 inh
O=C(Nc1ccc2ccccc2c1)c1ccc(Br)o1 | -0.8 | -7.2 | 64.9* | -2.2 | 27.5 | -9.5 | -57.2 | -195.3
